NCI-60 one-dose screen, 48 h, at 10 µM unless noted. Numbers give growth in % (100 = growth as untreated, 0 = no growth, -100 = all killed).
HL-60(TB) – HL-60(TB) leukemia cells | hit rate 9% among 78,000 | AID 1794776; active = growth percent below 10
* hit, by the source's call; & = joins results of further samples; [ ] = another dose, or the depositor's remark. Not all compounds are listed, so the mix of outcomes need not match the whole.

SMILES	HL-60(TB)
O=C(NCCN1CCOCC1)n1cc(-c2ccncc2)c(-c2ccc(Cl)c(O)c2)n1	101
O=C(Oc1ccc(-c2ccccc2[N+](=O)[O-])cc1)c1ccccc1	97
CCOc1cc(-c2nccc3cc(OC)c(OC)cc23)cc(OCC)c1OCC	69
CCCCSC1=C(Cl)CN(c2ccc(Cl)cc2)C1=O	85
NNC(=O)CSc1nc2ccccc2[nH]1	99
COc1ccc(C(=O)Nc2cccc(-c3cc(=O)c4ccccc4o3)c2)cc1OC	84
O=C1/C(=C/C=C/c2ccco2)SC(=S)N1c1ccc(Cl)cc1	95
CC(O)c1cccc([N+](=O)[O-])c1 (stereo not drawn)	95
O=C1c2ccccc2-c2cn(Cc3ccccc3)c3cccc(c23)C1c1cccnc1 (stereo not drawn)	16
Nc1ccccc1Cn1c(=O)[nH]c2cnc(Nc3ccc(OCCN4CCOCC4)cc3)nc21	99
Cn1cccc1-c1cc(-c2ccccc2Cl)c(C#N)c(=O)[nH]1	96
COc1ccc(CCn2cnn3c(=O)c4ccccc4nc3c2=O)cc1OC	103&92
CC(C)(C)[Si](C)(C)OCC1CCC(n2cnc3c(N)ncnc32)O1 (stereo not drawn)	99
CC(C)NC(N)=O	91
Fc1ccc(NC(=S)N/N=C\c2ccc(Cl)cc2Cl)cc1	116
Nc1nc(Nc2ccccc2Cl)cc(=O)[nH]1	111
COc1cc(/C=C2\CCCC3C2=Nc2ccccc2NC3c2cc(OC)c(OC)c(OC)c2)cc(OC)c1OC (stereo not drawn)	1.5*
CCOC(=O)c1ccc(NC(=O)Nc2cnn(-c3ccc(S(N)(=O)=O)cc3)c2-c2ccccc2)cc1	97
O=Cc1cc2ccccc2nc1Oc1ccc(Cl)cc1	89
Cc1cc(C(C)(C)C)cc(C)c1O	100
O=C(NN1C(=O)c2cc(C(=O)O)c(C(=O)O)cc2C1=O)c1ccncc1	109
CCCCCCCCCCCCNC(=O)[C@H]1CSC(c2cccs2)N1 (stereo partly drawn)	92
Cc1cc2c(cc1C)-n1c(C)cc(=O)n1CC(=O)N2	101
CN(C)c1ccc2[nH]c3c(C(N)=O)cc(=O)c(=O)c=3oc2c1	-2.2*
O=S(=O)(NCCCNc1nccc(-c2c(-c3cccc(O)c3)nc3occn23)n1)c1ccc(Br)cc1	70
CCOC(=O)c1c2c(n(-c3ccccc3)c1-c1ccccc1)/C=C\CCCC2	81
COc1ccccc1/C=C/C(=O)c1ccc(B(O)O)cc1	73
O=C(O)C(O)c1ccc(-c2ccccc2)cc1 (stereo not drawn)	98
O=C1N(Cc2ccccc2)c2ccccc2C12Nc1ccccc1-c1ccnn12 (stereo not drawn)	95
O=C(NCCNc1nccc(-c2c(-c3cccc(F)c3)nc3sccn23)n1)c1c(F)cccc1F	86
CCCCNC(=O)NS(=O)(=O)c1ccc(N2N=C(c3ccc(Oc4ccccc4)cc3)CCC2=O)cc1	121
CC1(O)CCCC1(C)O (stereo not drawn)	104
COc1nc2c(c(=O)n1C)CN(Cc1ccccc1)C(=O)CN2C	92[100 µM]
CCNCc1ccc(O)c2ncccc12	13
CCc1c(-c2ccccc2)nc(N)nc1-c1nc(N)nc(-c2ccccc2)c1CC	90
CCCN1CCN(C(=S)SCc2cc(=O)oc3ccc(C)cc23)CC1	106
Nc1ncnc2c1ccn2-c1cccc(NC(=O)c2ccc(N3CCOCC3)c(C(F)(F)F)c2)c1	54
COc1ccc(C(=O)CCC(=O)O)c2ccccc12	86
NC(=O)c1cc(Cl)ccc1Nc1ccnc(C(F)(F)F)c1	94
Cc1ccc(Sc2oc(-c3ccc(C)cc3)nc2P(=O)(O)O)cc1	98
CN1CCN(CCCOc2cccc3nc(Nc4ccc(Cl)c(C(F)(F)F)c4)ccc23)CC1	82
COc1ccc(CSc2nnc(-c3ccc(Cl)cc3)n2-c2ccccc2)cc1	88
COc1ccc(/C(C)=C(\c2ccc(O)cc2)c2ccc(OCCN3CCCCCC3)cc2)cc1	101
O=c1ccc(=O)n(-c2nc(O)c(N=Nc3ccccc3)s2)[nH]1	99
COc1ccc(C(=O)c2sc3nc(-c4cc5ccccc5o4)cc(-c4ccc(Cl)cc4)c3c2N)cc1	95
CC(C)C(=O)OC/C=C/c1ccccc1	110
NC(=O)C(CSSCC(NC(=O)OCc1ccccc1)C(N)=O)NC(=O)OCc1ccccc1 (stereo not drawn)	102
COc1cccc(NC(=O)c2ccc(NC(=O)CCl)s2)c1	-28*
CN1CCN(CCCCCC(=O)Nc2nc(-c3cccc(NS(=O)(=O)c4cccc5c(N(C)C)cccc45)c3)cs2)CC1	75
CCN1CCN(CCNc2nccc(-c3c(-c4ccc(F)c(OC)c4)nc4sccn34)n2)S1(=O)=O	89
(continued)
SMILES	HL-60(TB)
O=C1CC(NCCc2c[nH]c3ccccc23)C(=O)N1c1ccc2c(c1)OCCO2 (stereo not drawn)	93
O=S(=O)(O)c1ccc(F)cc1	94
Cc1ccc2c(c1)c(=O)n(-c1ccccc1)c1nnc(/C=C/c3ccccc3)n21	93
O=C(/C=C/c1ccc(Cl)c(Cl)c1)c1cccs1	84
CC(=O)Nc1ccc(CC(=O)N2CCN(c3ccc(C(F)(F)F)cn3)CC2)cc1	96
OC(CNc1ncccn1)c1ccccc1 (stereo not drawn)	71
C=C1C(=O)OCC1C(=O)O (stereo not drawn)	101
COc1cc(C(C)O)ccc1O (stereo not drawn)	94
Oc1ccccc1/C=N/Nc1nc(N/N=C/c2ccccc2O)nc(N2CCOCC2)n1	3.7*
COc1ccc(N(Cc2ccc(Cl)cc2)C2OC(=O)c3ccccc32)cc1 (stereo not drawn)	88
COC(=O)/C=C/CCCC1CCCCC1	105
COc1ccc(CNc2c(OC)nc(N)nc2-n2c(-c3ccc(OC)cc3)nc3ccccc32)cc1	100
CS(=O)(=O)Nc1ccc(C(=O)NC(C(=O)NO)c2ccc(Cl)cc2)cc1 (stereo not drawn)	112
CN1CCN(C(=O)OCCOCCOC(=O)N2CCN(C)CC2)CC1	98
Clc1ccc(-c2ccc(OCCCN3CCN(c4ccncc4)CC3)cc2)cc1	-14*
N#C/C(=C\c1cccc(F)c1)c1nc(N)nc(Nc2ccc(S(N)(=O)=O)cc2)n1	98
O=C(Nc1ccccc1Br)c1ccc(Cl)cc1Cl	96
COC(=O)CCc1n(Cc2ccc3ccccc3c2)c2ccccc2[n+]1Cc1ccc2ccccc2c1	-49*
O=C1NC2C=CC=CC2/C1=C1/SC(=S)N(C2CC(=O)N(c3ccc(Br)cc3)C2=O)C1=O (stereo not drawn)	59
CN1CCN(c2ccc(C(=O)/C=C/c3cccc(C(F)(F)F)c3)cc2)CC1	77
CC(C)(N=Nc1ccc([N+](=O)[O-])cc1)[N+](=O)[O-]	19
COc1cc(/C=C/C(=O)CC(=O)/C=C/c2cc(I)c(O)c(OC)c2)cc(I)c1O	77
COc1ccc(N(CC(=O)NCCC[Te]c2ccccc2)C(=O)c2ccccc2)cc1	37
O=c1cc(OCCn2cc(COc3nc(NCc4ccccc4)nc(OCc4cn(CCOc5cc(=O)oc6ccccc56)nn4)n3)nn2)c2ccccc2o1	94
S=C(Nc1ccc(Cl)cc1)Nc1ccc(Nc2ncnc3sc4c(c23)CCN(Cc2ccccc2)C4)cc1	96
COc1cc2oc(-c3cccc(NC(=O)c4cc([N+](=O)[O-])ccc4Cl)c3)cc(=O)c2c(OC)c1OC	65
CCn1cc(C(=O)N[C@H]2C(O)[C@@H](O)C(CO)O[C@H]2O)c(=O)c2ccc(C)nc21 (stereo partly drawn)	101
Cc1cc(=O)n(C(=O)Nc2ccc(F)cc2)c2cc(O)ccc12	111
CCN(CC)CCCC(C)Nc1nccc2cccc(Cl)c12 (stereo not drawn)	62
COc1cc2nc(Cl)nc(Nc3cccc(C4=NN(C=O)C(c5ccc6c(c5)OCO6)C4)c3)c2cc1OC (stereo not drawn)	97
O=C(CSc1nnnn1-c1ccccc1)c1cc2cc(Cl)cc(Cl)c2oc1=O	96
C=CCn1cc(C2=C(c3cccc4ccccc34)C(=O)NC2=O)c2cc(Br)ccc21	65
O=C(CCn1cc[n+](CC(=O)c2ccc(F)cc2F)c1)Nc1cccc2cccnc12	68
Oc1ccc(-c2nnc3c4[nH]ccc4ncn23)cc1	106
NC(=O)c1ccccc1NC(=O)c1ccccc1Cl	64
NC1=C(c2nn[nH]n2)C(c2ccccc2Cl)c2ccc3ccccc3c2O1 (stereo not drawn)	54
Cc1ccc(-c2ccc(SCC(=O)Nc3ccc(S(N)(=O)=O)cc3Br)nn2)cc1	100
Cc1ccc(S(=O)(=O)N/N=C2\CC3CCC2(C)C3(C)C)cc1 (stereo not drawn)	116
O=C1c2ccccc2C(=O)N1c1n[nH]c2nc3ccccc3cc12	103
CC(=O)N1N=C(c2ccc(F)cc2)CC1c1c(C)nn(-c2ccccc2)c1N1CCOCC1 (stereo not drawn)	99

Looked up above:
Entry for Cc1ccc(-c2ccc(SCC(=O)Nc3ccc(S(N)(=O)=O)cc3Br)nn2)cc1 in HL-60(TB): 100
Entry for Oc1ccc(-c2nnc3c4[nH]ccc4ncn23)cc1 in HL-60(TB): 106

The main list resumes with the six entries that preceded the break.
SMILES	HL-60(TB)
NC(=O)c1ccccc1NC(=O)c1ccccc1Cl	64
NC1=C(c2nn[nH]n2)C(c2ccccc2Cl)c2ccc3ccccc3c2O1 (stereo not drawn)	54
Cc1ccc(-c2ccc(SCC(=O)Nc3ccc(S(N)(=O)=O)cc3Br)nn2)cc1	100
Cc1ccc(S(=O)(=O)N/N=C2\CC3CCC2(C)C3(C)C)cc1 (stereo not drawn)	116
O=C1c2ccccc2C(=O)N1c1n[nH]c2nc3ccccc3cc12	103
CC(=O)N1N=C(c2ccc(F)cc2)CC1c1c(C)nn(-c2ccccc2)c1N1CCOCC1 (stereo not drawn)	99
Nc1cc(=O)[nH]c(SCC(=O)N2CCN(c3cc4c(cc3F)c(=O)c(C(=O)O)cn4C3CC3)CC2)n1	105
Nc1ccc2c(C(F)(F)F)cc(C(F)(F)F)nc2n1	105
Cc1ccc(/C=C/c2c(C(N)=O)c(C)nc3ccccc23)cc1	82
O=C(Nc1ccc(C2=NCCCN2)cc1)c1ccc(NC(=O)c2ccc(C3=NCCCN3)cc2)cc1	86
CC(C)NCC(O)c1ccc(O)c(O)c1 (stereo not drawn)	95&82&85
COc1cc(NN=C(c2ccc(O)cc2)c2ccc(O)cc2)c([N+](=O)[O-])cc1[N+](=O)[O-]	133
O=[N+]([O-])c1ccc(NC(c2ccccc2)c2ccc3cccnc3c2O)cc1 (stereo not drawn)	-9.6*
O=C1NN(C(=O)c2ccc(O)cc2)C(c2ccccc2)=N/C1=C\c1cn(-c2ccccc2)nc1-c1ccccc1	86
COc1cc(/C=C/C(=O)c2ccc(Cl)cc2)ccc1Oc1nc(Nc2ccc(F)cc2)nc(N(C)C)n1	93
CN(C)c1nc(-c2cccs2)n2nc(-c3cccs3)cc2n1	106
O=c1[nH]c2ccccc2o1	100
c1ccc(Cc2[nH]nc(-c3n[nH]c(Cc4ccccc4)c3-c3ccccc3)c2-c2ccccc2)cc1	97
C=CCC1(C(C)C)C(=O)NC(=S)NC1=O	95&103
CC(C)CCNc1ncnc2c1cnn2C	90
Nc1nc(=S)nc(N)[nH]1	93
NCC(=O)NCC(=O)NC(Cc1ccccc1)C(=O)O (stereo not drawn)	94
Cn1cc(-c2nonc2-c2c[nH]c3ccccc23)c2cc(Br)ccc21	38
Nn1c(-c2cccc(O)c2)nnc1-c1cccc(O)c1	109
Oc1c(CN2CCC(N3CCOCC3)CC2)cc(Cc2cc(CN3CCC(N4CCOCC4)CC3)c(O)c3ncccc23)c2cccnc12	-5.9*
COc1ccc(CC(C)=C(c2ccc(OCCN3CCOCC3)cc2)c2ccc(OCCN3CCOCC3)cc2)cc1	96

Quoted at random: 2 compounds from above
SMILES	HL-60(TB)
O=c1[nH]c2ccccc2o1	100
C=CCC1(C(C)C)C(=O)NC(=S)NC1=O	95&103

Additional structures follow.
SMILES	HL-60(TB)
OCc1cccc(-c2noc([C@@H]3CCCN4CCCC[C@H]34)n2)c1	70
O=C1c2ccccc2C(=O)c2c1cc(S(=O)(=O)O)cc2[N+](=O)[O-]	106
O=C(CNn1c(COc2ccccc2)nc2ccccc2c1=O)Nc1ccc(Cl)cc1	99
COc1ccc([C@H]2c3[nH]c4ccccc4c3C[C@H]3C(=O)N(C4CCN(Cc5c(Cl)cccc5Cl)CC4)CC(=O)N23)c(OC)c1	97
COc1ccc(-c2nc3ccc(-c4nc5ccc(N6CCN(c7ccc(N)cc7)CC6)cc5[nH]4)cc3[nH]2)cc1OC	60
COc1cc2cc(C(=O)N3C[C@@H](CCl)c4c3cc(OC(=O)N3CCN(C(=O)CCC(=O)N5CCN(C)CC5)[C@@H]5CSSC[C@@H]53)c3ccccc43)[nH]c2c(OC)c1OC	-38*
c1ccc2cc(C[n+]3ccn(CCCn4cc[n+](Cc5ccc6ccccc6c5)c4)c3)ccc2c1	95
O=C(OCc1ccc2c(c1)OCO2)c1cccc2ccccc12	99
O=[N+]([O-])c1ccccc1Sc1ccccc1[N+](=O)[O-]	111
COc1cc(-c2nc(-c3nnc(-c4ccc(F)cc4)o3)c3ccccn23)cc(OC)c1OC	77

An excerpt from above in order of length of the SMILES, lowest first:
SMILES	HL-60(TB)
O=C(OCc1ccc2c(c1)OCO2)c1cccc2ccccc12	99
O=[N+]([O-])c1ccccc1Sc1ccccc1[N+](=O)[O-]	111
O=C1c2ccccc2C(=O)c2c1cc(S(=O)(=O)O)cc2[N+](=O)[O-]	106
COc1cc(-c2nc(-c3nnc(-c4ccc(F)cc4)o3)c3ccccn23)cc(OC)c1OC	77
c1ccc2cc(C[n+]3ccn(CCCn4cc[n+](Cc5ccc6ccccc6c5)c4)c3)ccc2c1	95
COc1cc2cc(C(=O)N3C[C@@H](CCl)c4c3cc(OC(=O)N3CCN(C(=O)CCC(=O)N5CCN(C)CC5)[C@@H]5CSSC[C@@H]53)c3ccccc43)[nH]c2c(OC)c1OC	-38*
